# ERp5 inh: blocks human ERp5 reductase activity on insulin. Q15084. ERp5 insulin aggregation, absorbance 650 nm, 90 min. inhibition, % at 9.99 µM. 350,000 compounds, 0.05% hits;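 active means mean replicate inhibition above about 25%, with every replicate also reaching it, limit read from the data, passing the limit was not always enough; inconclusive means only one of those two criteria met; inactive means neither criterion met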
# SIRT5 inh: sirtuin-5 (human) deacylase inhibition. Q9NXA8. Purified SirT5, succinyl-peptide AMC, trypsin-coupled fluorescence. inhibition, % at 15 µM. 330,000 compounds, 1.1% hits. AID 652115; in the data active means inhibition above about 15%; inconclusive means no clear call, values can overlap the other calls
# miR-122 sensor: inhibitors of miR-122 in Huh7 cells | AID 602342 | Huh7 miR-122 Renilla luciferase sensor, 48 h; neutral wells = 0, positive control = 100 | 340,000 compounds, 0.3% hits | activation (reporter increase), % at 12.5 µM;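 active means mean replicate activation score at least 90 and every replicate individually at or above 90; inconclusive means only one of the two criteria met; inactive means neither criterion met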;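 further: higher luciferase means less miR-122 activity so hits act as miR-122 inhibitors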
# DENV2 CPE: inhibitors of DENV2 cytopathic effect; DENV2-infected cells, cytopathic effect rescue, plate reader; CPE inhibition, % at 9.99 µM; 350,000 compounds, 1.7% hits; in the data active means CPE inhibition above about 20%, passing the limit was not always enough; inconclusive means no clear call, values can overlap the other calls; tested in BHK-21 cells;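 further: 0% = median of neutral control wells and 100% = median of positive control wells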
# F508del corr: correctors of CFTR F508del function in bronchial epithelial cells | CFBE cells, YFP halide quenching; stimulated with forskolin plus potentiator P3; % fluorescence drop versus neutral controls | 350,000 compounds, 0.36% hits | activity (quench increase), % at 7.58 µM;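 active means mean added fluorescence quench of at least 8% versus neutral control, with both replicates also reaching 8%; inconclusive means only one of the mean or replicate conditions met; inactive means mean below 8% and not both replicates reaching 8%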;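 further: cells transiently co-express mutant CFTR-F508del with the halide-sensitive YFP; corrector assay measuring rescue of mutant channel to the surface after 24 h compound exposure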
# CASP6 VEID inh: blocks human caspase-6 cleavage activity | P55212 | purified caspase-6, Z-VEID-R110 cleavage fluorescence | inhibition, % at 12.5 µM | 350,000 compounds, 0.53% hits | AID 686996;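 active means mean inhibition across replicates at least about 35%, with every replicate also reaching that limit, limit read from the data; inconclusive means only one of the two criteria met; inactive means neither criterion met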;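 further: 0% = median of neutral control wells and 100% = no fluorescence left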
# ERAP1 inh: inhibitors of human ERAP1 aminopeptidase. AID 652197. inhibition, % at 10.7 µM. recombinant ERAP1, Leu-AMC fluorescence, 60 min. 340,000 compounds, 0.15% hits;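 active means mean replicate inhibition of at least 30%, or all replicates individually reaching that 30% level; inactive means mean below 30% and not every replicate reaching it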;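 further: 0% = neutral control wells and 100% = L-leucinethiol positive control wells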
# Target sequence (Q9NZ08 whole entry, looked up): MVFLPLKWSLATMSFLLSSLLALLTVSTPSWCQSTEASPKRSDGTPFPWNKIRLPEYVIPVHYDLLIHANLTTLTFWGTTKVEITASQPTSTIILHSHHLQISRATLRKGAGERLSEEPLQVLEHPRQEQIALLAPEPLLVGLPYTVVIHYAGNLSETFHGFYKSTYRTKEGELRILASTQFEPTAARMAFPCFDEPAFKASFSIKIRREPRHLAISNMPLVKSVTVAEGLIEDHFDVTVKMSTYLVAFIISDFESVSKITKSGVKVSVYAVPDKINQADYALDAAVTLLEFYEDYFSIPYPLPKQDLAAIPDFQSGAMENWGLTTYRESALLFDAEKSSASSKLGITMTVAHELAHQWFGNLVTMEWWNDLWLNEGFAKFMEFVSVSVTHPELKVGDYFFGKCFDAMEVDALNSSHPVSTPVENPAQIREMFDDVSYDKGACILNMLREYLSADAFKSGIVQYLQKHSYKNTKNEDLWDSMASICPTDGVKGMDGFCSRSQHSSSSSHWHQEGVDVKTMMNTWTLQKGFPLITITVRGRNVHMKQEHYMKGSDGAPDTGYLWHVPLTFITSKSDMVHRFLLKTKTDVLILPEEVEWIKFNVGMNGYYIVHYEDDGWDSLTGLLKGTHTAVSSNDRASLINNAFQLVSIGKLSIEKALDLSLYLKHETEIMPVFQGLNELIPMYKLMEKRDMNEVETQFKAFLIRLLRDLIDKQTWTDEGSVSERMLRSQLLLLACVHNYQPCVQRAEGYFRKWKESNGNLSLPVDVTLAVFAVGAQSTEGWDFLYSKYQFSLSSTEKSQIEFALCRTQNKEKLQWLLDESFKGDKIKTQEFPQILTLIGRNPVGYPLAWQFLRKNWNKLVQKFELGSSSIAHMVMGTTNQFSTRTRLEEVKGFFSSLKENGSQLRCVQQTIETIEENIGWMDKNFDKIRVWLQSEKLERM
# The depositor's hits bear a star; u = inconclusive; x = not tested or not shown; [ ] = dose if it differs, or a comment.
SMILES,ERp5 inh,SIRT5 inh,miR-122 sensor,DENV2 CPE,F508del corr,CASP6 VEID inh,ERAP1 inh
CSc1ccccc1NC(=O)CN(C)C(=O)COc1cccc2cccnc12,2,0,7,0,-1.1,45*,2
CC(C)(C)C1(C)OC(C(=O)NC2CCCCC2)C(C(=O)NC2CCCCC2)O1 (configuration not stated),7,-1,-5,5,-2.7,20,2
COc1ccccc1N(C)S(=O)(=O)c1ccc(C(=O)N(C)Cc2cccc(F)c2)cc1,-5,x,-8,-5,-0.7,-1,-3
COCC(=O)Nc1ccc2c(c1)[C@H]1C[C@H](CC(=O)NCc3ccc(OC)cc3)O[C@@H](CO)[C@H]1O2,3,-1,-5[16.7 µM],3,1.9,-2,3
Nc1ncnc2[nH]c(=S)[nH]c12,5,x,4,-10,-0.4,2,-1
CCC1CCCCN1CCCNC(=O)CSc1nc2nc(C)c(Cc3ccccc3)c(C)n2n1 (configuration not stated),0,4,-2,0,0.7,-28,-7
CC(C)OCC1CC(CC(=O)Nc2ccc([N+](=O)[O-])cc2)C(=O)O1 (configuration not stated),-3,1,x,x,0.3,2,-4
CCNC(=O)[C@H]1[C@H](CO)[C@H]2Cn3c(ccc(-c4ccccc4OC)c3=O)[C@H]2N1CC,1,-2,2[16.7 µM],u,-1.2,-5,-1
CN(C)CCCNC(=O)C[C@@H]1CC[C@H]2[C@@H](COC[C@@H](O)CN2CC2CCCCC2)O1,1,-1,x,7,2.5,0,-1
COc1ccc(-c2c(C(C)=O)c(C)n(C)c2C)cc1,7,0,-2,x,-3.7,2,0
CC(C)c1ccc(NC(=O)C2Cc3c(-c4cccc(F)c4)ccnc3O2)cc1 (configuration not stated),22,-5,17,-8,-1.6,-2,0
COc1ccc(C(=O)NC(=S)NCCO)cc1Br,-3,1,-1,11,-1.2,0,2
O=C(Nc1nnc(SCc2ccccc2)s1)C1=COCCO1,5,-6,x,19,6.2,1,-1
Cc1c(Cl)c([N+](=O)[O-])nn1CCCC(=O)NC1CCCCC1,-4,-5,-4,14,-2.3,0,x
CC(C(=O)N1CCc2ccccc2C1)N1C(=O)c2ccccc2C1=O (configuration not stated),0,-2,x,-1,2.0,-3,x
CCOc1ccc(/C=C/C(=O)N(CC)CC(=O)Nc2ccc3c(c2)OCCO3)cc1OCC,-2,4,0,5,0.4,6,-1
Cc1cccc(C(=O)Nc2cccc(C(=O)N/N=C/c3ccccn3)c2)c1,-1,3,x,-1,0.1,-1,-3
CC(=O)OCO/N=[N+](\[O-])N1CCCC1,-2,0,x,24*,0.5,1,4
COc1ccccc1Nc1cc(C)nc(Nc2ccccc2OC)n1,-4,2,5,-9,-7.7,-1,7
O=C(CN1CCSC1=O)Nc1ccc(N2CCOCC2)cc1,-1,-5,-7,2,2.1,-2,0
Cc1ccc(S(=O)(=O)N(Cc2cccc(F)c2)C(=O)N2CCN(C)CC2)cc1,2,2,2,-5,-0.7,-4,0
Cc1c(NC(C)c2ccccc2O)c(=O)n(-c2ccccc2)n1C (configuration not stated),0,-1,3,-1,0.5,-1,-4
Cc1c(C(=O)NCc2ccc3c(c2)OCCO3)sc(=O)n1Cc1ccccc1F,-5,x,x,-5,2.1,-2,x
COc1ccc(NC(=O)Nc2ccc3c(c2)C(=O)N([C@@H](C)CO)C[C@H](C)[C@H](CN(C)C(=O)Nc2ccc(F)cc2)OCCCC[C@H](C)O3)cc1,-6,10,-6[16.7 µM],12,-2.4,0,-3

# A few values from the entries so far:
# Entry for `Cc1cccc(C(=O)Nc2cccc(C(=O)N/N=C/c3ccccn3)c2)c1` under ERp5 inh: -1
# Entry for `Cc1c(Cl)c([N+](=O)[O-])nn1CCCC(=O)NC1CCCCC1` under CASP6 VEID inh: 0

# (list continues)
SMILES,ERp5 inh,SIRT5 inh,miR-122 sensor,DENV2 CPE,F508del corr,CASP6 VEID inh,ERAP1 inh
CN(C)CC(=O)N[C@@H]1CC[C@H](CCNC(=O)C2CC2)O[C@@H]1CO,-6,-2,x,10,0.8,-1,2
CCCNC(=O)C1(C)CCN(Cc2ccc3ccccc3c2Br)C1 (configuration not stated),6,-4,-6,-9,0.0,2,-3
O=C(CN1C(=O)c2cccc3cccc1c23)Nc1ccccc1,-9,4,x,9,1.4,0,0
CCc1c(C)nc(SCC(=O)N2C(C)CCCC2C)[nH]c1=O (configuration not stated),0,2,2,-6,x,-2,3
COC(=O)c1ccc(CN2C(=O)[C@]3(OCCC=C[C@H]3C)c3c(Br)cccc32)cc1,-2,-1,x,6,-3.1,-1,0
O=C1CN2NC(=S)N(c3ccc(Cl)cc3)C2=CN1c1ccc(Cl)cc1,2,2,x,-4,2.8,x,2
CC(NC(=O)Cn1cccc1C(=O)c1ccccc1)c1ccc2c(c1)OCCO2 (configuration not stated),13,1,x,4,1.5,x,-4
CCOc1cc(Br)c(CN2C(=O)NC3(CCCCCC3)C2=O)cc1OCC,-3,x,2,6,0.3,0,-6
COc1ccccc1NC(=O)N[C@@H]1C=C[C@@H](CC(=O)N2CCC(Cc3ccccc3)CC2)O[C@@H]1CO,3,1,x,5,-5.1,1,2
CCCNC(=O)C1(C)CCCN(C(=O)c2cccc(C#N)c2)C1 (configuration not stated),1,x,x,-3,0.6,2,-2
COc1ccc(/C=N/NC(=O)c2c(Br)cnn2C)c2ccccc12,3,3,-4,1,1.6,-2,2
COC(=O)c1c(C(=O)OC)c(-c2ccccc2)n2c1CCC2,5,-6,4,-5,-2.0,1,0
Nc1nc(SCC(=O)c2c(N)n(Cc3ccccc3)c(=O)[nH]c2=O)n[nH]1,-1,-1,x,-1,0.7,-1,-4
CN(c1ccccc1)S(=O)(=O)c1cccc(NC(=O)C2=NNC(=O)CC2)c1,-2,3,-4,5,-0.7,2,5
Cc1cc2c(cc1C)C(=O)C(Br)=C(N)C2=O,7,-3,-8,7,-2.3,74*,-4
O=C(CC1CC1)Nc1ccc2c(c1)[C@H]1C[C@H](CC(=O)NC3CCCCC3)O[C@H](CO)[C@H]1O2,13,-1,-4[16.7 µM],6,5.2,-4,-1
C/C(=N\NC(=O)c1ccccn1)c1ccc(Cl)cc1,3,0,-2,-4,-3.0,3,-1
CCN(c1ccc(NC(=O)c2ccc(N3CCCC3=O)cc2)cc1)C(C)C,0,2,-5,4,-2.2,-1,4
COc1ccc(CN2C[C@@H](C)[C@H](OC)CN(C)C(=O)c3cc(NC(=O)C4CC4)ccc3OC[C@H]2C)cc1,-6,-4,x,-3,-0.8,2,0
COc1cccc(C(=O)Nc2nc3ccccc3s2)c1,6,-1,-7,-3,-1.5,-3,2
CCCCc1cc(=O)oc2cc(OCc3nn[nH]n3)ccc12,1,x,-3,-3,1.0,2,2
CO[C@@H]1CN(C)C(=O)c2cc(NS(=O)(=O)c3ccc(F)cc3)ccc2OC[C@@H](C)NC[C@@H]1C,3,0,-12[16.7 µM],17,-0.8,0,-1
COCc1nnc(NC(=O)C2CC(=O)N(CCc3ccc(F)cc3)C2)s1 (configuration not stated),2,-1,x,-6,-1.9,0,2
N#Cc1ccc(C(=O)NC23CC4CC(CC(C4)C2)C3)cc1,6,0,-4,3,-5.0,-6,6

# Structures listed so far with an aryl thioether with sulfur outside any ring (five):
SMILES,ERp5 inh,SIRT5 inh,miR-122 sensor,DENV2 CPE,F508del corr,CASP6 VEID inh,ERAP1 inh
CSc1ccccc1NC(=O)CN(C)C(=O)COc1cccc2cccnc12,2,0,7,0,-1.1,45*,2
CCC1CCCCN1CCCNC(=O)CSc1nc2nc(C)c(Cc3ccccc3)c(C)n2n1 (configuration not stated),0,4,-2,0,0.7,-28,-7
O=C(Nc1nnc(SCc2ccccc2)s1)C1=COCCO1,5,-6,x,19,6.2,1,-1
CCc1c(C)nc(SCC(=O)N2C(C)CCCC2C)[nH]c1=O (configuration not stated),0,2,2,-6,x,-2,3
Nc1nc(SCC(=O)c2c(N)n(Cc3ccccc3)c(=O)[nH]c2=O)n[nH]1,-1,-1,x,-1,0.7,-1,-4

# (listing goes on)
SMILES,ERp5 inh,SIRT5 inh,miR-122 sensor,DENV2 CPE,F508del corr,CASP6 VEID inh,ERAP1 inh
O=C(CSc1nnnn1-c1ccccc1)c1ccc(O)cc1O,1,7,9,-3,2.4,2,3
Cc1cccc(NC(=O)CSCC(=O)N(C)CCOc2ccc(Cl)cc2)c1,1,-2,3,20,-0.7,0,3
Cc1ccc(NC(=S)Nc2ccc(S(=O)(=O)Nc3ncccn3)cc2)c(C)c1,5,-3,-4,x,-0.1,0,x
C[C@@H]1CN([C@H](C)CO)C(=O)c2cc(N(C)C)ccc2O[C@@H](C)CCCCO[C@H]1CN(C)S(=O)(=O)c1ccc(F)cc1,1,2,-3[16.7 µM],16,3.8,2,-2
O=C(NC1CCCCC1)C1CCN(S(=O)(=O)c2cccc3nonc23)CC1,7,-3,0,4,1.7,-3,2
O=C(O)/C=C/C(=O)NNc1ccc([N+](=O)[O-])cc1,3,0,x,-4,1.6,2,7
Fc1ccc(NC(=S)NCCN2CCOCC2)cc1,10,-2,x,-1,-1.1,-5,-6
CC(C)NC(=O)N(C)C[C@@H]1Oc2cc(C3=CCCC3)ccc2S(=O)(=O)N([C@H](C)CO)C[C@@H]1C,0,4,3[16.7 µM],47*,-0.3,3,1
COc1ccc(CN(C)C[C@H]2Oc3c(NC(=O)c4ccc(-c5nccs5)cc4)cccc3C(=O)N([C@H](C)CO)C[C@@H]2C)cc1,3,8,49[16.7 µM],-1,-1.0,1,1
O=C(CCCO)NNc1c2ccccc2nc2ccccc12,1,-1,x,2,0.3,-2,-7
CC1CC(C)CN(C(=O)C(C)N(C)CC(=O)Nc2ccccc2Cl)C1 (configuration not stated),-2,-2,x,1,0.9,1,2
Cc1ccccc1S(=O)(=O)N1C[C@H](O)COC[C@H]2O[C@H](CC(=O)O)CC[C@@H]21,-5,1,-1[16.7 µM],3,4.8,0,0
C[C@H](CO)N1C[C@H](C)[C@H](CN(C)S(=O)(=O)c2ccc(F)cc2)Oc2ccc(NC(=O)NC3CCCCC3)cc2CC1=O,3,-2,-6[16.7 µM],-9,0.7,0,0
COc1cccc(-c2c(C(=O)N/N=C/c3ccsc3)nnn2-c2nonc2N)c1,5,-4,x,-2,1.1,12,-5
C[C@H](CO)N1C[C@H](C)[C@@H](CN(C)C(=O)Nc2cc(F)ccc2F)Oc2cc(/C=C/c3ccccc3)ccc2S1(=O)=O,1,21*,34[16.7 µM],0,1.9,-2,2
COc1ccccc1NC(=O)C(=O)c1cn(CC(=O)N2CCCC2)c2ccccc12,4,-3,9,8,1.0,1,-1
Cc1ccc(NC(=O)Nc2ccc3c(c2)nnn3C)cc1C,2,-4,3,-1,-1.7,-1,1
Cc1ccc(NC(=S)NNC(=S)Nc2cccc(C(F)(F)F)c2)cc1,-3,-4,3,-13,1.9,0,0
CC1CCCC(C)N1C(=O)c1ccc(CS(=O)(=O)c2ccccc2)cc1 (configuration not stated),5,-2,x,12,1.8,4,-2
CCC(=O)Nc1ccc2c(c1)nc(CCNC(=O)c1ccco1)n2C,1,0,-24,2,3.2,1,2
O=C(N[C@@H]1CC[C@H](CCNS(=O)(=O)c2cccc(Cl)c2)O[C@@H]1CO)c1ccccc1,-2,5,x,-2,-7.0,1,1
C[C@H](CO)N1C[C@H](C)[C@@H](CN(C)S(=O)(=O)c2ccc(-c3ccccc3)cc2)OCc2cnnn2CCCC1=O,1,-1,1[16.7 µM],5,1.2,1,1
CC(C)NC(=O)N(C)C[C@@H]1Oc2ccc(NC(=O)CCCN(C)C)cc2C(=O)N([C@H](C)CO)C[C@@H]1C,4,-1,5[16.7 µM],2,-1.2,-2,-2
COc1ccc(-n2c(SCC(=O)Nc3nccs3)nc3c(c2=O)SC(C)C3)cc1 (configuration not stated),-3,-1,-3,-7,1.2,-2,-5
O=C(Nc1ccccc1F)N1CCCCN2[C@H](CO)[C@H](c3ccc(C4=CCCC4)cc3)[C@@H]2C1,-3,2,-1[16.7 µM],-8,-2.5,0,-1
Cn1c(SCC(=O)NC2CCCCCC2)nnc1-c1ccco1,2,0,x,-1,0.5,-3,0
COc1ccccc1N(C)S(=O)(=O)c1ccc(C(=O)Nc2ncc(C)s2)cc1,1,1,2,u,4.9,-2,2
O=C(Nc1ccc(S(=O)(=O)NCc2ccccc2)cc1)c1ccccc1[N+](=O)[O-],2,1,x,2,x,0,0
C/C(=C\c1ccccc1)C(=O)N1CCN(Cc2ccc3c(c2)OCO3)CC1,2,-2,3,2,-4.4,-3,1
